Bioassay records (PubChem)
APOBEC3G inh: APOBEC3G (human) deaminase inhibition; AID 493012; inhibition, % at 20 µM; Q9HC16; 330,000 compounds, 0.28% hits; recombinant A3G, ssDNA deamination FAM/TAMRA fluorescence;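 active = inhibition of at least 40% at 20 µM, with no more than 30% in the related APOBEC3A deaminase screen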;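 also: plate controls were DMSO wells with A3G for no effect and wells lacking A3G enzyme for full effect; some compounds called inactive have numbers as strong as hits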
mIAP inh: mouse IAP inhibition; 330,000 compounds, 0.2% hits; inhibition, % at 10 µM; purified mouse IAP, CDP-Star luminescence, 30 min; AID 2806;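 active = inhibition of at least 40% at 10 µM in the primary screen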;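 also: plate controls were DMSO with enzyme for no effect and no enzyme wells for full effect; values of inactives mirror those of a sister screen read the other way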
hIAP act: increases human intestinal alkaline phosphatase activity; P09923; purified human IAP, CDP-Star luminescence, 30 min; stronger effect = higher value; 1 = vehicle-only enzyme, 0 = enzyme-free background; activation factor at 10 µM; 330,000 compounds, 0.16% hits;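 active = activation factor of the enzyme at least 2-fold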; also: the source names both 10 and 20 µM as test concentration; values of inactives mirror those of a sister screen read the other way
Target sequence (P09923 whole entry, looked up): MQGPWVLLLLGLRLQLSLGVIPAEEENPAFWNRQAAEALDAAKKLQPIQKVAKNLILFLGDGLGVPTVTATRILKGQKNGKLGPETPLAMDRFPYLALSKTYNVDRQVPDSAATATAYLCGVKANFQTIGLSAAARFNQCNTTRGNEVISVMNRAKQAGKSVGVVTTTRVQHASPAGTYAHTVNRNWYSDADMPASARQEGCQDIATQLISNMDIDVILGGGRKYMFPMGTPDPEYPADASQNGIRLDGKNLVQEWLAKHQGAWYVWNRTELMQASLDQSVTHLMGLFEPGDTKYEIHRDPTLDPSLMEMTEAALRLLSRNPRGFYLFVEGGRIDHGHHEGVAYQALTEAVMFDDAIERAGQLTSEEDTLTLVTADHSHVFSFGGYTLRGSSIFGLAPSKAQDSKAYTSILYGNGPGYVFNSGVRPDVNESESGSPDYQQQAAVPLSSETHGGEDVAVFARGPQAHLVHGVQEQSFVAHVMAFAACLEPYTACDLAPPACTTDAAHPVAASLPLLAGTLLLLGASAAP
ATG4B inh: ATG4B (human) cysteine protease inhibition. Q9Y4P1. ATG4B cleavage of LC3-PLA2, NBD-HPC fluorescence, 1 h. inhibition, % at 8.33 µM. 340,000 compounds, 0.51% hits. AID 504462; in the data active = inhibition above about 40%
mIAP act: mouse IAP activation. muIAP, CDP-Star luminescence, 30 min; stronger effect = higher value; 1 = vehicle-only enzyme signal, 0 = enzyme-free wells. activation factor at 10 µM. 330,000 compounds, 0.24% hits. AID 2805;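 active = activation factor of at least 2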; also: the source names both 10 and 20 µM as test concentration; values of inactives mirror those of a sister screen read the other way
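System: Mouse IAP enzyme | Also added: CDP-Star substrate | Dosing: Compounds dispensed in DMSO | Schedule: 30 min enzyme-substrate-compound incubation at room temperature | Technique: Chemiluminescence readout | Control set: DMSO-only wells and no-enzyme negative control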
MPTP block: blocks calcium-induced mitochondrial swelling. AID 602449. isolated mouse mitochondria, Ca2+ swelling absorbance, 30 min. inhibition, % at 10 µM. 360,000 compounds, 1.4% hits;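 active = inhibition of 50% or more, scaled per plate between neutral and stimulator controls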;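 also: 0% = DMSO wells given calcium and 100% = 1 mM EGTA wells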
beta cell repl: inducers of beta-cell replication in MIN6 cells; MIN6 cells proliferation, ATPlite luminescence, 48 h; cells starved in 0.2% serum; 100% = growth in 10% serum; proliferation, % at 10 µM; 330,000 compounds, 0.29% hits; AID 2380;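 active = compounds whose signal lies at least 3.5 SD above the mean of all wells on their plate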;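 also: 0% = DMSO-treated cells in low-serum medium and 100% = 10% serum control; some compounds called inactive have numbers as strong as hits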
hIAP inh: blocks human intestinal alkaline phosphatase; purified IAP, CDP-Star luminescence, 30 min; 330,000 compounds, 0.12% hits; inhibition, % at 10 µM; AID 2544;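 active = inhibition reaching a set limit with compound at 10 µM in the primary screen, cut at about 35% in these data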;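 also: plate controls were DMSO wells with enzyme for no effect and no-enzyme buffer wells for full effect; values of inactives mirror those of a sister screen read the other way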
APOBEC3A inh: blocks human APOBEC3A ssDNA deamination; P31941; recombinant A3A, FAM/TAMRA ssDNA deamination fluorescence; inhibition, % at 20 µM; 330,000 compounds, 0.41% hits;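 active = at least 40% inhibition at 20 µM here, with at most 30% in a related deaminase screen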;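 also: plate controls were A3A with DMSO for no effect and wells lacking A3A enzyme for full effect; some results filed as inactive read as strong as hits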
Target sequence (P31941 whole entry, looked up): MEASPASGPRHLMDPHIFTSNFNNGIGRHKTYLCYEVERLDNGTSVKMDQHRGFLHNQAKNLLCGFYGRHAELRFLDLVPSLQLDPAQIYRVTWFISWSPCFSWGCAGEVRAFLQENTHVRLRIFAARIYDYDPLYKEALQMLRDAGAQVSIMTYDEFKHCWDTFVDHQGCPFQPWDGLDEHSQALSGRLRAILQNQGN
Active calls of the source: *; x = no result given.

SMILES	APOBEC3G inh	mIAP inh	hIAP act	ATG4B inh	mIAP act	MPTP block	beta cell repl	hIAP inh	APOBEC3A inh
CCOC(=O)C1=C(N)N(c2ccccc2)C2=C(C(=O)CCC2)C1c1cccnc1 (stereo not given)	-1	-7	1	-6	1.1	0.8	0	-4	3
COC(=O)[C@H](CC(C)C)NC(=O)Cn1cnc2c(OCc3ccccc3)ncnc21	0	-10	0.98	-6	1.1	0.5	-2	2	-1
COCCNC(=S)Nc1ccc2[nH]c(=O)[nH]c2c1	0	2	1	-8	0.98	0.6	0	-3	4
Cc1ccc(C)c(CSc2nnc(C)c(=O)n2N)c1	-13	0	0.94	2	1	-1.9	-1	6	5
C=CCC1(CC=C)CCCN1C(=O)CC1C(=O)NCCN1Cc1ccc(OC)c(OC)c1 (stereo not given)	-11	10	0.85	-8	0.9	2.0	-2	14	-2
CCOC(=O)c1cccc(S(=O)(=O)N(CCO)Cc2cc3cc(OC)ccc3[nH]c2=O)c1	-5	7	1	4	0.93	-3.2	-2	-4	-1
Cc1ccc(N2C(=O)CC(NCc3ccc4c(c3)OCO4)C2=O)cc1Cl (stereo not given)	-3	3	1.2	1	0.97	7.0	-4	-20	-2
Cc1cccc(OCC(=O)Nc2ccc(CN3CCOCC3)cc2)c1C	-3	6	1.3	-10	0.94	0.1	-4	-31	0
COc1ccc([C@H]2CC(=O)C=C(c3cccc(C(F)(F)F)c3)C2)cc1	-11	16	0.95	2	0.84	1.0	-4	5	-1
CC(C)(C)c1ccc(SCCc2ccccn2)cc1	-2	3	1.1	15	0.97	-0.1	0	-10	0
CCn1cc(C(=O)NCCCOC)c(=O)c2cc(S(=O)(=O)N3CCCC3)ccc21	-10	2	0.61	3	0.98	1.4	6	39*	-7
CCOC(=O)c1ccc(NNC(=O)CC)c([N+](=O)[O-])c1	-6	9	0.97	-4	0.91	-0.5	0	3	-1
CC(=O)Nc1cccc(NC(=O)CSc2nnc(Cc3cccn3C)n2-c2ccc(C)cc2)c1	-1	-1	1	6	1	1.6	0	-2	3
ONC(=Nc1ccccc1)C(=Nc1ccccc1)NO	-4	2	0.94	3	0.98	-2.3	-3	6	3
N#Cc1ccccc1NC(=O)c1cc(=O)c2ccccc2o1	-1	-3	0.83	-9	1	2.0	7	17	3
O=C(OCCC1Oc2cccnc2NC1=O)c1ccc(F)cc1 (stereo not given)	-6	-10	1.1	-4	1.1	-1.3	-2	-12	-8
CC(C)OC(=O)CC(=O)CSc1nc2c(c(-c3cccs3)c1C#N)CCC2	-10	7	0.8	3	0.93	13	-2	20	2
CCOC(=O)c1c(NC(=O)C(C)NCc2ccco2)sc2c1CCC(C)C2 (stereo not given)	1	15	1	-4	0.85	0.9	0	0	-1
COC(=O)c1sccc1NC(=S)N1CCN(c2cccc(C)c2C)CC1	-2	9	0.86	9	0.91	3.2	-5	14	2
CCN(CC)C(=O)c1c(-c2ccccc2)oc2ccc(O)cc12	-4	-9	1.2	0	1.1	2.3	-2	-19	-4
Cc1ccc(C)c(NC(=S)NNC(=O)c2ccco2)c1	-3	-1	1.5	-5	1	-0.9	-3	-50	2
Cc1ccc(-c2nc(=S)c3c(n2Cc2ccco2)CC(C)(C)OC3)cc1	-5	11	0.82	13	0.89	1.9	-2	18	1
C/C(=N/NC(=O)c1ccc(Br)o1)c1cccs1	0	0	1.1	3	1	-1.3	-3	-10	1
Cc1ccc(OCCNC(=O)c2ccc3ccccc3n2)cc1	-12	12	0.94	-16	0.88	1.2	-5	6	-3
Cc1noc(C)c1C(=O)Nc1nnc(CC(C)C)s1	-6	0	1.1	-4	1	1.0	4	-9	-1
The listing continues.
SMILES	APOBEC3G inh	mIAP inh	hIAP act	ATG4B inh	mIAP act	MPTP block	beta cell repl	hIAP inh	APOBEC3A inh
CCCCn1c(N)c(N(CCOC)C(=O)C2CCN(c3ncnc4sc(C)c(C)c34)CC2)c(=O)[nH]c1=O	-7	6	0.96	4	0.94	-1.4	4	4	2
O=C(COc1ccc(-c2ccccc2)cc1)N/N=C/c1cc(O)ccc1Br	-2	12	0.9	13	0.88	13	-5	10	1
CCOC(=O)C1=C(C)OC(N)=C(C#N)C1c1cc2cc(C)ccc2nc1N1CCCCC1 (stereo not given)	-7	6	1.2	-18	0.94	2.4	-4	-23	-7
O=C(CSc1nnnn1-c1ccc(O)cc1)N1N=C(c2ccc3ccccc3c2)CC1c1ccccc1 (stereo not given)	-8	10	1	x	0.9	x	-6	-2	-3
CCOC(=O)CCCCCC(=O)Nc1ccc2c(c1)CC(=O)N([C@H](C)CO)C[C@@H](C)[C@H](CN(C)Cc1ccc3c(c1)OCO3)O2	-5	-15	1	-3	1.2	-0.4	-1	-4	-5
COc1cccc(NC(=S)NN2C(C)CCCC2C)c1 (stereo not given)	-6	-11	1	-2	1.1	0.6	-1	-3	-1
C/C(=N\NC(=O)c1cccnc1)c1ccc(OC2OCCOC2Oc2ccc(/C(C)=N/NC(=O)c3cccnc3)cc2)cc1 (stereo not given)	6	5	1.6	7	0.95	-1.3	1	-60	3
Cc1cccc(OCCNC(=O)c2ccc(Cl)c(S(=O)(=O)NCc3cccnc3)c2)c1	-6	7	1.2	2	0.93	1.0	-6	-18	-5
CCN(CC)CCNC(=O)c1ccc(NC(=O)c2ccccc2-c2ccc(C(F)(F)F)cc2)cc1	-1	-2	0.97	-17	1	-1.0	0	3	2
Cc1ccc(S(=O)(=O)N2CCCCC2)cc1C(=O)N1CCN(CCO)CC1	-2	6	0.98	-13	0.94	1.0	13*	2	2
CC(C)c1ccc(NC2CCCN(C(=O)c3ccncc3)C2)cc1 (stereo not given)	12	-7	0.93	22	1.1	0.1	-1	7	-1
Cc1c(C(=O)N2CCC(C)CC2)sc2ncn(CC(=O)N3CCC(C)CC3)c(=O)c12	2	0	1.1	0	1	0.6	-1	-12	-3
Cc1ccc(S(=O)(=O)NCCSc2nnnn2-c2cc(C)ccc2C)cc1	-5	-20	1	-20	1.2	-3.1	-2	0	-2
CCCCN(c1nc2ccccc2nc1Cl)S(=O)(=O)c1ccc(C)cc1	-5	-4	0.82	-1	1	1.0	-7	18	2
COc1ccc(CCN(C)C2CCCN(C(=O)c3sccc3C)C2)cc1OC (stereo not given)	-9	-3	1.2	22	1	0.1	-3	-20	1
CN(C)CCNC(=S)Nc1ccccc1Cl	-8	2	1.1	-1	0.98	23	-3	-9	1
O=C(c1ccc2c3c(cccc13)CC2)C1CCCN(Cc2ccc(OCCO)cc2)C1 (stereo not given)	-6	2	1.1	-25	0.98	-1.4	-6	-5	-2
Cc1c(Cl)cccc1NC(=S)Nc1ccc(S(=O)(=O)Nc2ncccn2)cc1	-5	-6	1.1	31	1.1	1.2	-5	-12	-4
O=C(Cn1cnc2scc(-c3ccc(F)cc3)c2c1=O)N1CCOCC1	-9	-7	1.1	-7	1.1	-5.3	0	-12	-9
CCOc1ccc(OCC)c(NC(=O)C2CCN(S(=O)(=O)c3cnc[nH]3)CC2)c1	2	9	1	-17	0.91	0.6	2	-3	2
C[N+](C)(C)CCCNC(=O)c1ccc(/C=N/O)nc1	15	7	1	-5	0.93	3.4	2	-4	41*
Cc1ccccc1C(=O)NCC(=O)NNC(=S)NC(=O)c1ccccc1C	12	-3	1.1	38	1	-0.5	0	-10	-5
CCCn1c(=O)cc(N)n(-c2ccc(OC(F)(F)F)cc2)c1=O	-6	1	1.1	-4	0.99	0.0	1	-7	-1
CC(C)[C@H](NC(=O)c1cccc(S(=O)(=O)N2CCOCC2)c1)C(=O)Nc1nc2ccccc2s1	-11	4	0.92	-2	0.96	0.8	-1	8	-9
c1ccc(CCc2ccccc2-c2nc(-c3cccnc3)no2)cc1	3	-6	0.97	36	1.1	12	-6	3	5
Next part:
SMILES	APOBEC3G inh	mIAP inh	hIAP act	ATG4B inh	mIAP act	MPTP block	beta cell repl	hIAP inh	APOBEC3A inh
CCC(=O)N1CCc2cc(Br)cc(S(=O)(=O)N3CCCC(C(=O)NC(C)(C)C)C3)c21 (stereo not given)	2	-5	1.1	-7	1	-0.5	0	-8	2
Cc1cccc2sc(NC(=O)c3ccc(NS(=O)(=O)c4cccs4)cc3)nc12	-8	8	0.93	2	0.92	3.7	0	7	-1
O=[N+]([O-])c1nn(-c2ccccc2)n(O)c1=NC1CCN(Cc2ccccc2)CC1	-5	-10	1.2	-3	1.1	-0.3	-6	-18	-4
CS(=O)(=O)Nc1ccccc1C(=O)Nc1cc2c(cc1C(=O)O)OCCCO2	-9	4	0.87	19	0.96	0.7	-2	13	-1
Cc1[nH]c2ccccc2c1/C=N/NC(=O)CNC(=O)c1ccc2c(c1)OCO2	-3	-3	0.99	-18	1	1.5	1	1	-1
Cc1cc(C)cc(NC(=O)CN2C(=O)NC(C)(c3ccccc3)C2=O)c1 (stereo not given)	-5	-14	1.2	0	1.1	0.2	0	-21	-1
C/C(=N/NC(=O)c1ccco1)c1cccc(NC(=O)c2ccc(C)o2)c1	-4	7	0.85	5	0.93	-2.2	-2	15	-3
Cc1nc(C)c(C(=O)O)c(-c2ccsc2)c1C(=O)O	-3	-2	1.1	-2	1	1.9	-2	-6	3
COc1ccccc1NC(=S)N1CCCC1	-9	5	0.96	9	0.95	-1.9	0	4	3
N#CC1(NC(=O)CSc2nc3ncc(Cl)cc3[nH]2)CCCCC1	13	-1	0.97	-3	1	0.3	1	3	0
